From PubChem BioAssay
PREPL inh: human PREPL enzyme inhibition; Q4J6C6; recombinant PREPL, fluorescence polarization activity-based probe; inhibition, % at 5.96 µM; hit rate 0.68% among 320,000; AID 2751; in the data active means inhibition above about 43%;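 further: 0% = enzyme with DMSO and 100% = wells lacking enzyme; many of its hits are not listed in these tables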
pPAFAH inh: pPAFAH (human) enzyme inhibition | Q13093 | recombinant pPAFAH, FP-rhodamine probe fluorescence polarization | inhibition, % at 3.39 µM | hit rate 1.5% among 330,000;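 active means inhibition above the mean inhibition across the screen plus 3 SD, cut at about 25% in these data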;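 further: inhibitors block binding of the rhodamine activity-based probe so polarization drops; 0% = enzyme with DMSO and 100% = wells lacking pPAFAH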
Target sequence (Q13093 whole entry, looked up): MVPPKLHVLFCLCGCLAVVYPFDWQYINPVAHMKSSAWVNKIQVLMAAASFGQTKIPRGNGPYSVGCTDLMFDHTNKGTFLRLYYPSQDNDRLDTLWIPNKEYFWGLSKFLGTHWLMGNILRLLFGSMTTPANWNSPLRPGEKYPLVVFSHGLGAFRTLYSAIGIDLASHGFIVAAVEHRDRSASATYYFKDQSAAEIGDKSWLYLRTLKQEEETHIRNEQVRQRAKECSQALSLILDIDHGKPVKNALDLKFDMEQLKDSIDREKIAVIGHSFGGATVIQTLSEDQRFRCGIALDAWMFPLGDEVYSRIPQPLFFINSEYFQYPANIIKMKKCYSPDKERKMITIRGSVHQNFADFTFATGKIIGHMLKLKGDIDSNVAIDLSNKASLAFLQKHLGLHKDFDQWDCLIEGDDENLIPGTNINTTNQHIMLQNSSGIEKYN
PAFAH2 inh: PAFAH2 (human) inhibition; hit rate 0.99% among 340,000; Q99487; inhibition, % at 3.39 µM; recombinant PAFAH2, FP-rhodamine activity probe, fluorescence polarization;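 active means inhibition above the mean over all tested compounds plus 3 SD, cut at about 30% in these data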;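 further: inhibitors block probe labeling of enzyme so polarization drops; 0% = enzyme with DMSO and 100% = wells lacking PAFAH2 protein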
PAD4 inh: inhibitors of human PAD4; Q9UM07; recombinant PAD4, RCA probe fluorescence polarization; inhibition, % at 6.36 µM; hit rate 0.41% among 330,000;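 active means percent inhibition above a cutoff equal to the mean of all tested compounds plus 3 SD, cut at about 15% in these data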;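 further: 0% = PAD4 with RCA probe and DMSO and 100% = probe without PAD4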
LYPLA2 inh: blocks human lysophospholipase 2, a PME1 counter-screen; O95372; recombinant LYPLA2, FP-Rh probe fluorescence polarization; inhibition, % at 5.9 µM; hit rate 0.38% among 320,000; AID 2177;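 active means inhibition above the screen-wide mean plus 3 SD, limit set per campaign, cut at about 26% in these data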;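 further: 0% = LYPLA2 with DMSO and 100% = wells lacking LYPLA2 enzyme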
PAFAH1B2 inh: inhibitors of human PAFAH1B2 | inhibition, % at 3.39 µM | hit rate 1.2% among 340,000 | AID 492953 | recombinant PAFAH1B2, FP-rhodamine activity probe, fluorescence polarization | P68402;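 active means inhibition above the mean of all tested compounds plus 3 SD, cut at about 24% in these data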;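 further: 0% = enzyme with DMSO and 100% = wells lacking PAFAH1B2; many of its hits are not listed in these tables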
Target sequence (P68402 whole entry, looked up): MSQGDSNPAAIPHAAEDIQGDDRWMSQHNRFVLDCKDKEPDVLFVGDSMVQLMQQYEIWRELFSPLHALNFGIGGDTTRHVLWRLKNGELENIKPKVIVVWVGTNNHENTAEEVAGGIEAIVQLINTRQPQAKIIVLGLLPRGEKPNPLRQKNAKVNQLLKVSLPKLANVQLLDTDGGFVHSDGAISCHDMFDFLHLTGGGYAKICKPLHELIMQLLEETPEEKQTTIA
PAFAH1B3 inh: inhibitors of human PAFAH1B3 | Q15102 | AID 492972 | inhibition, % at 3.39 µM | hit rate 0.28% among 340,000 | recombinant PAFAH1B3, FP-rhodamine probe, fluorescence polarization;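 active means inhibition above the screen-wide average of all tested compounds plus 3 SD, cut at about 25% in these data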;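 further: 0% = enzyme with DMSO only and 100% = wells lacking PAFAH1B3 protein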
Target sequence (Q15102 whole entry, looked up): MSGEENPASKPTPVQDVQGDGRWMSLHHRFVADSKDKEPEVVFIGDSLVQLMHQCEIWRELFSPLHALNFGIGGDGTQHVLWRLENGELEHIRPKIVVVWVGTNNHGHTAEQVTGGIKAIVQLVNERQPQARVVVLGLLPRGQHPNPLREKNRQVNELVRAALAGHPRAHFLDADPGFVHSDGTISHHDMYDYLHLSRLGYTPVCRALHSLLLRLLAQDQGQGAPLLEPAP
GSTO1 inh: counter-screen for RBBP9 inhibitors: inhibitors of human GSTO1. P78417. recombinant GSTO1, activity-based probe fluorescence polarization. inhibition, % at 5.96 µM. hit rate 1.1% among 300,000. AID 1974;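 active means inhibition above the campaign mean inhibition plus 3 SD, cut at about 35% in these data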;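 further: 0% = GSTO1-1 with DMSO and 100% = wells lacking GSTO1-1 enzyme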
LYPLA1 inh: LYPLA1 (human) inhibition in PME1 counter-screen; O75608; recombinant LYPLA1, FP-Rh probe fluorescence polarization; inhibition, % at 5.9 µM; hit rate 0.16% among 320,000;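 active means inhibition above the mean of all tested compounds plus 3 SD, set per campaign, cut at about 14% in these data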;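 further: inhibitors block serine hydrolase probe labeling of LYPLA1 so polarization falls; 0% = enzyme with DMSO and 100% = wells lacking LYPLA1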
Active calls of the source: *.

What do the screens show for `CN(Cc1ccc(OC(F)F)cc1)Cc1nc2c(Br)cc(Br)cc2c(=O)[nH]1`?
PREPL inh: -17; pPAFAH inh: 6; PAFAH2 inh: -3; PAD4 inh: 0; LYPLA2 inh: -8; PAFAH1B2 inh: 5; PAFAH1B3 inh: 0; GSTO1 inh: -8; LYPLA1 inh: 0

What do the screens show for `CCCOc1ccc(C(=O)NCC2OCCc3ccccc32)cc1OC` (centres undefined)?
PREPL inh: 12; pPAFAH inh: 0; PAFAH2 inh: 2; PAD4 inh: -2; LYPLA2 inh: -1; PAFAH1B2 inh: 3; PAFAH1B3 inh: 5; GSTO1 inh: 4; LYPLA1 inh: 3

Results for Cc1cc(Cl)ccc1C(=O)C1CCCN(C(=O)CCn2cnnn2)C1 (centres undefined) ?
PREPL inh: 8; pPAFAH inh: 5; PAFAH2 inh: 10; PAD4 inh: -5; LYPLA2 inh: -5; PAFAH1B2 inh: 8; PAFAH1B3 inh: -2; GSTO1 inh: -4; LYPLA1 inh: 5

Results for CCOc1ccc(S(=O)(=O)Nc2ccc(C(=O)NCC3(N4CCCCC4)CCCCC3)cc2)cc1 ?
PREPL inh: 19; pPAFAH inh: -5; PAFAH2 inh: -6; PAD4 inh: -1; LYPLA2 inh: -2; PAFAH1B2 inh: 9; PAFAH1B3 inh: -1; GSTO1 inh: 9; LYPLA1 inh: -1

Results for COc1ccc(C2(C(=O)NC3CCCCC3)CCOCC2)cc1OC ?
PREPL inh: 7; pPAFAH inh: 1; PAFAH2 inh: -5; PAD4 inh: -3; LYPLA2 inh: -1; PAFAH1B2 inh: 3; PAFAH1B3 inh: 2; GSTO1 inh: -2; LYPLA1 inh: 0

What do the screens show for `COc1cc(/C=N/NC(=O)CN2CCOCC2)ccc1OCc1ccccc1`?
PREPL inh: 11; pPAFAH inh: 1; PAFAH2 inh: 5; PAD4 inh: -4; LYPLA2 inh: 1; PAFAH1B2 inh: 3; PAFAH1B3 inh: -5; GSTO1 inh: 0; LYPLA1 inh: -6

How did CC(C)NC(=S)NC(c1ccccc1)(c1ccccc1)c1ccccc1 do in these assays?
PREPL inh: 2; pPAFAH inh: -3; PAFAH2 inh: 1; PAD4 inh: 0; LYPLA2 inh: 1; PAFAH1B2 inh: 6; PAFAH1B3 inh: 15; GSTO1 inh: 3; LYPLA1 inh: -1

What do the screens show for `CCN(c1ccccc1)S(=O)(=O)c1ccc2[nH]cc(C(=O)NCCOC)c(=O)c2c1`?
PREPL inh: 9; pPAFAH inh: 11; PAFAH2 inh: -5; PAD4 inh: -2; LYPLA2 inh: 5; PAFAH1B2 inh: 7; PAFAH1B3 inh: -3; GSTO1 inh: -4; LYPLA1 inh: 0

What do the screens show for `O=C(c1cccc(S(=O)(=O)N2CCCC2)c1)N(Cc1ccco1)C1CCS(=O)(=O)C1` (centres undefined)?
PREPL inh: 8; pPAFAH inh: -2; PAFAH2 inh: 6; PAD4 inh: -4; LYPLA2 inh: 1; PAFAH1B2 inh: 3; PAFAH1B3 inh: 3; GSTO1 inh: 5; LYPLA1 inh: 4

What do the screens show for `CCN1CCN(C(=O)c2ccc(S(=O)(=O)Nc3ccccc3)cc2)CC1`?
PREPL inh: 1; pPAFAH inh: 14; PAFAH2 inh: 2; PAD4 inh: -2; LYPLA2 inh: -3; PAFAH1B2 inh: 8; PAFAH1B3 inh: 1; LYPLA1 inh: 0

Results for COc1ccc(-n2nnnc2SCC(=O)NCCc2ccc(OC)c(OC)c2)cc1 ?
PREPL inh: 1; pPAFAH inh: 6; PAFAH2 inh: -3; PAD4 inh: 4; LYPLA2 inh: 1; PAFAH1B2 inh: -3; PAFAH1B3 inh: -3; GSTO1 inh: -4; LYPLA1 inh: 3

How did O=C(Nc1ccc(F)cc1)NC1(C(=O)NCc2ccc3c(c2)OCO3)CCCCC1 do in these assays?
PREPL inh: -2; pPAFAH inh: 0; PAFAH2 inh: 8; PAD4 inh: -2; LYPLA2 inh: 7; PAFAH1B2 inh: 6; PAFAH1B3 inh: 1; GSTO1 inh: 16; LYPLA1 inh: 4

What do the screens show for `Oc1c(Cl)cc(Cl)cc1C=Nc1ccc(N2CCOCC2)cc1`?
PREPL inh: 4; pPAFAH inh: 13; PAFAH2 inh: -5; PAD4 inh: -5; LYPLA2 inh: -2; PAFAH1B2 inh: 5; PAFAH1B3 inh: 6; GSTO1 inh: 18; LYPLA1 inh: 0

How did CCN(CC)CCNC(=O)C(C(=O)c1ccccc1)n1ccccc1=O (centres undefined) do in these assays?
PREPL inh: -2; pPAFAH inh: 6; PAFAH2 inh: -6; PAD4 inh: 1; LYPLA2 inh: 1; PAFAH1B2 inh: 5; PAFAH1B3 inh: 7; GSTO1 inh: 2; LYPLA1 inh: -3

What do the screens show for `c1cncc(CNc2ncnc3ccc(-c4ccoc4)cc23)c1`?
PREPL inh: 5; pPAFAH inh: -1; PAFAH2 inh: -3; PAD4 inh: -6; LYPLA2 inh: -5; PAFAH1B2 inh: 8; PAFAH1B3 inh: 10; LYPLA1 inh: 2

Results for COc1ccc2cc(C(=O)C3CCCN(C(=O)CSc4nnc(C)o4)C3)ccc2c1 (centres undefined) ?
PREPL inh: 16; pPAFAH inh: 2; PAFAH2 inh: 4; PAD4 inh: 0; LYPLA2 inh: 3; PAFAH1B2 inh: 3; PAFAH1B3 inh: -6; GSTO1 inh: 6; LYPLA1 inh: -3

Results for Cc1ccc(C(=O)NCCONC(=O)c2ccc(C)cc2)cc1 ?
PREPL inh: 0; pPAFAH inh: 1; PAFAH2 inh: -4; PAD4 inh: 3; LYPLA2 inh: 3; PAFAH1B2 inh: -2; PAFAH1B3 inh: 3; GSTO1 inh: -3; LYPLA1 inh: -2

What do the screens show for `NS(=O)(=O)c1ccc(NC(=O)COC(=O)CCc2ccccc2)cc1`?
PREPL inh: 3; pPAFAH inh: -3; PAFAH2 inh: -3; PAD4 inh: 2; LYPLA2 inh: -6; PAFAH1B2 inh: 4; PAFAH1B3 inh: 7; GSTO1 inh: 5; LYPLA1 inh: -2

How did Cc1ccc2c(c1)c1nnc(SCC(=O)N3CCN(c4ccc(F)cc4)CC3)nc1n2CC(=O)O do in these assays?
PREPL inh: 32; pPAFAH inh: 0; PAFAH2 inh: 6; PAD4 inh: -3; LYPLA2 inh: -3; PAFAH1B2 inh: 6; PAFAH1B3 inh: 5; GSTO1 inh: 1; LYPLA1 inh: 1

Results for COc1ccc2[nH]c(=O)c(CN(Cc3cccs3)C(=S)Nc3ccccc3)cc2c1 ?
PREPL inh: -3; pPAFAH inh: -2; PAD4 inh: 1; LYPLA2 inh: -6; GSTO1 inh: 3; LYPLA1 inh: -3

2 records picked at random from the list so far:
What do the screens show for `O=C(c1cccc(S(=O)(=O)N2CCCC2)c1)N(Cc1ccco1)C1CCS(=O)(=O)C1` (centres undefined)?
PREPL inh: 8; pPAFAH inh: -2; PAFAH2 inh: 6; PAD4 inh: -4; LYPLA2 inh: 1; PAFAH1B2 inh: 3; PAFAH1B3 inh: 3; GSTO1 inh: 5; LYPLA1 inh: 4

Results for COc1ccc(C2(C(=O)NC3CCCCC3)CCOCC2)cc1OC ?
PREPL inh: 7; pPAFAH inh: 1; PAFAH2 inh: -5; PAD4 inh: -3; LYPLA2 inh: -1; PAFAH1B2 inh: 3; PAFAH1B3 inh: 2; GSTO1 inh: -2; LYPLA1 inh: 0

More records.
What do the screens show for `COC(=O)c1ccc(CSc2nnc3nc(C)cc(C)n23)cc1`?
PREPL inh: 2; pPAFAH inh: 3; PAFAH2 inh: -1; PAD4 inh: 0; LYPLA2 inh: 8; PAFAH1B2 inh: 3; PAFAH1B3 inh: 13; GSTO1 inh: 1; LYPLA1 inh: 0

How did COc1ccccc1N1CCN(C2CCCN(C(=O)CC(F)(F)F)C2)CC1 (centres undefined) do in these assays?
PREPL inh: -10; pPAFAH inh: 5; PAFAH2 inh: 2; PAD4 inh: -4; LYPLA2 inh: 5; PAFAH1B2 inh: -1; PAFAH1B3 inh: 7; GSTO1 inh: 5; LYPLA1 inh: 3

Results for C#CCNC(=O)C1=C[C@@H](c2ccccc2)C[C@@H](OCCCCO)O1 ?
PREPL inh: -3; pPAFAH inh: 13; PAFAH2 inh: -1; PAD4 inh: 0; LYPLA2 inh: -5; PAFAH1B2 inh: 0; PAFAH1B3 inh: 8; GSTO1 inh: 7; LYPLA1 inh: -4

Results for COc1cc(N2C(=O)c3ccccc3C2=O)c(Cl)cc1C(=O)OCC(=O)NCc1ccco1 ?
PREPL inh: -11; pPAFAH inh: 11; PAFAH2 inh: 0; PAD4 inh: -8; LYPLA2 inh: 2; PAFAH1B2 inh: 3; PAFAH1B3 inh: -6; GSTO1 inh: -8; LYPLA1 inh: 7

Results for O=C(CN1CCN(C(=O)c2cccc(S(=O)(=O)N3CCCC3)c2)CC1)Nc1ccc(F)cc1 ?
PREPL inh: 19; pPAFAH inh: -2; PAFAH2 inh: -2; PAD4 inh: 6; LYPLA2 inh: -2; PAFAH1B2 inh: 0; PAFAH1B3 inh: -6; LYPLA1 inh: 1

How did Cc1nc2ccccc2c(=O)n1NC(=O)c1ccc(F)cc1Cl do in these assays?
PREPL inh: 17; pPAFAH inh: -2; PAFAH2 inh: 1; PAD4 inh: 0; LYPLA2 inh: -8; PAFAH1B2 inh: -3; PAFAH1B3 inh: 2; GSTO1 inh: -2; LYPLA1 inh: 0

How did O=C(NC1CCCCC1)N1CCCC(c2nc3ccccc3[nH]2)C1 (centres undefined) do in these assays?
PREPL inh: -1; pPAFAH inh: -2; PAFAH2 inh: 1; PAD4 inh: -1; LYPLA2 inh: 1; PAFAH1B2 inh: 1; PAFAH1B3 inh: 1; GSTO1 inh: 1; LYPLA1 inh: 4

Results for CCN(CC(=O)N1CCc2ccccc2C1)S(=O)(=O)c1ccc2ccccc2c1 ?
PREPL inh: -24; pPAFAH inh: 0; PAFAH2 inh: -1; PAD4 inh: 1; LYPLA2 inh: -5; PAFAH1B2 inh: 1; PAFAH1B3 inh: 0; GSTO1 inh: 4; LYPLA1 inh: -4

Results for CN(C)CC(c1ccccc1)c1ccccc1 ?
PREPL inh: -12; pPAFAH inh: 4; PAD4 inh: -6; LYPLA2 inh: 3; GSTO1 inh: 0; LYPLA1 inh: 3

How did CSc1cccc(NC(=O)NCc2cccc(CNC(=O)Nc3cccc(SC)c3)c2)c1 do in these assays?
PREPL inh: -2; pPAFAH inh: -12; PAFAH2 inh: 2; PAD4 inh: -9; LYPLA2 inh: -49; PAFAH1B2 inh: -13; PAFAH1B3 inh: -15; GSTO1 inh: -19; LYPLA1 inh: -24

How did Cc1ccc(S(=O)(=O)Oc2ccc(/C=C(/NC(=O)c3ccccc3)C(=O)NCC(=O)O)cc2)cc1 do in these assays?
PREPL inh: 3; pPAFAH inh: 1; PAD4 inh: 1; LYPLA2 inh: -3; GSTO1 inh: 20; LYPLA1 inh: 0

Results for O=C(NCCc1ccncc1)C(F)(F)F ?
PREPL inh: 6; pPAFAH inh: 6; PAFAH2 inh: 4; PAD4 inh: 0; LYPLA2 inh: -10; PAFAH1B2 inh: -2; PAFAH1B3 inh: -2; GSTO1 inh: 4; LYPLA1 inh: -3

What do the screens show for `CC(=O)Nc1ccc(S(=O)(=O)N(C)CC(=O)Nc2cccc(S(=O)(=O)N3CCCC3)c2)cc1`?
PREPL inh: -7; pPAFAH inh: -1; PAFAH2 inh: 3; PAD4 inh: 2; LYPLA2 inh: 2; PAFAH1B2 inh: -4; PAFAH1B3 inh: 6; GSTO1 inh: 16; LYPLA1 inh: -1

Results for O=C(Cc1c[nH]c2ccccc12)NCc1ccccc1F ?
PREPL inh: 15; pPAFAH inh: 4; PAFAH2 inh: 1; PAD4 inh: 0; LYPLA2 inh: -2; PAFAH1B2 inh: 4; PAFAH1B3 inh: 5; GSTO1 inh: -4; LYPLA1 inh: -2

A portion of the library; rates above refer to the full screens.
